From PubChem
IL1B secr inh: qHTS for Inhibitors of Inflammasome Signaling: IL-1-beta AlphaLISA Primary Screen | THP-1 LPS/ATP IL-1B secretion, AlphaLISA, 16 h; stronger effect = lower value | activity change, % at 57.5 µM | 4.7% of 360,000 active | AID 743279, 2014; in the data active = activity change below about -50%; inconclusive = mostly about -30% to -49%; note: % is set by controls: 0 for no effect and ±100 for the full control effect
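Secreted IL-1B measured by AlphaLISA bead assay after 16 h compound exposure of THP-1 cells; compounds (final up to 57.5 uM) added 1 h before LPS (250 ng/mL) and ATP (1.25 mM) stimulation; lower signal means less secretion.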
KB-3-1 tox: qHTS assay for MDR1-selective chemotherapeutics: Primary screen using the parental adenocarcinoma cell KB-3-1; KB-3-1 viability, CellTiter-Glo ATP luminescence, 72 h; Potency, µM (titrated, usually from 46.1 µM), without a hit: at the highest dose activity change, negative = cytotoxic, actives largely listed as cytotoxic; 1.4% of 400,000 active; AID 1347075, 2019; note: potency is the fitted concentration of half-maximal effect; % is set by controls: 0 for no effect and ±100 for the full control effect; nearly all actives have a fitted effect of over 60% in size
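Multi-concentration cytotoxicity screen in KB-3-1 cells grown in DMEM lacking phenol red with 10% FBS. After 72 h at 37 °C with compound, ATP-dependent luminescence was recorded.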
KB-V1 MDR tox: qHTS assay for MDR1-selective chemotherapeutics: Primary screen using the drug-selected MDR subline cells KB-V1; KB-V1 MDR cells viability, CellTiter-Glo, 72 h; Potency, µM (doses to about 46.1 µM), for the others: at the highest dose activity change, negative = cytotoxicity, hits mostly cytotoxic; 3.4% of 400,000 active; AID 1347076, 2019; note: potency is the fitted concentration of half-maximal effect; % is set by controls: 0 for no effect and ±100 for the full control effect; nearly all actives have a fitted effect of over 60% in size
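Cytotoxicity via CellTiter-Glo luminescence after 72 h compound exposure at 37 degrees C. Cells: drug-selected KB-V1 line, DMEM phenol-red free plus 10% FBS. Compounds tested at multiple concentrations; normalized data fitted to concentration-effect curves.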
MCF10A rereplic: A quantitative high throughput screen for small molecules that induce DNA re-replication in MCF 10a normal breast cells. MCF 10A DNA re-replication, Hoechst nuclear intensity, 48 h. Potency, µM (series often up to 46.1 µM), for inactives: at the top dose activity, positive = re-replication, most hits filed as activators. 2.9% of 350,000 active. AID 624296, 2012; note: potency is the fitted concentration of half-maximal effect; % of control where 0% means no effect; nearly all actives have a fitted effect of over 50% in size
HT1080-NT tox: qHTS for induction of synthetic lethality in tumor cells producing 2HG: qHTS for the HT-1080-NT fibrosarcoma cell line. HT-1080-NT fibrosarcoma viability, CellTiter-Glo ATP luminescence, 48 h. Potency, µM (series often up to 46.1 µM), without a hit: at the top dose activity, negative = less viability, usual class: cytotoxic. 1.6% of 360,000 active. AID 686970, 2013;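 note: NT is the 2HG producing partner of a matched IDH1 knockdown line; potency is the fitted concentration of half-maximal effect; 0% = DMSO-treated cells and -100% = media-only wells without cells; nearly all actives have a fitted effect of over 55% in size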
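Viability by CellTiter-Glo luminescence after 48 h compound exposure at 37C of HT-1080-NT cells (750/well, RPMI, 5% FBS). % activity scaled between DMSO wells and medium-only wells, then curve-fitted and categorized by curve class.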
SW480 rerep: A quantitative high throughput screen for small molecules that induce DNA re-replication in SW480 colon adenocarcinoma cells | Potency, µM (top dose mostly 46.1 µM), for the others: top-dose re-replication activation, most hits filed as activators | 1.8% of 340,000 active | SW480 DNA re-replication, Hoechst DNA content imaging, 48 h | AID 624297, 2012; note: potency is the fitted concentration of half-maximal effect; % of control where 0% means no effect; nearly all actives have a fitted effect of over 55% in size
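Cells (250 per well) received 23 nL compound or DMSO by pin tool and were kept 48 hr at 37 C, 5% CO2. Nuclei were then stained with Hoechst for 40 min and scanned for DNA content.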
HT1080 IDH1KD tx: qHTS for induction of synthetic lethality in tumor cells producing 2HG: qHTS for the HT-1080-IDH1KD cell line | HT-1080 IDH1 knockdown viability, ATP luminescence, 48 h | Potency, µM (titrated, usually from 46.1 µM), inactives show at the highest dose activity, negative = toxicity, actives largely listed as cytotoxic | AID 686971, 2013 | 2% of 360,000 active;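 note: potency is the fitted concentration of half-maximal effect; 0% = DMSO wells and -100% = cell-free medium wells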
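Cytotoxicity counter-line: IDH1KD HT-1080, 48 h, CellTiter-Glo. Curves classed by r2, magnitude and activity.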
HEK293 tox: qHTS of GLP-1 Receptor Inverse Agonists: Cytotox Screen | HEK293 cAMP-luciferase reporter cells, luminescence, 24 h | Potency, µM (doses to about 38.3 µM), without a hit: at the top dose activity change, negative = inhibition, actives largely listed as inhibitors | 0.13% of 410,000 active | AID 624418, 2012;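 note: loss of luciferase light is scored as toxicity; potency is the fitted concentration of half-maximal effect; % is set by controls: 0 for no effect and ±100 for the full control effect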
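Seeding density was 200 cells/uL; after overnight-length (12 h) culture, 23 nL compounds went on for 24 h at 37 °C. Readout used a luciferase detection reagent, luminescence taken after 12 min at room temperature.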
DRD3 agonist: qHTS of D3 Dopamine Receptor Agonist: qHTS; D(3) dopamine receptor (Homo sapiens), P35462; max activation, %; D3R DiscoveRx beta-arrestin cells, luminescence, 90 min; 0.58% of 410,000 active; in the data active = max activation above about 30%; note: 0% is about no effect; mostly tested at two doses, the higher about 12 µM
Target sequence (P35462 whole entry, looked up): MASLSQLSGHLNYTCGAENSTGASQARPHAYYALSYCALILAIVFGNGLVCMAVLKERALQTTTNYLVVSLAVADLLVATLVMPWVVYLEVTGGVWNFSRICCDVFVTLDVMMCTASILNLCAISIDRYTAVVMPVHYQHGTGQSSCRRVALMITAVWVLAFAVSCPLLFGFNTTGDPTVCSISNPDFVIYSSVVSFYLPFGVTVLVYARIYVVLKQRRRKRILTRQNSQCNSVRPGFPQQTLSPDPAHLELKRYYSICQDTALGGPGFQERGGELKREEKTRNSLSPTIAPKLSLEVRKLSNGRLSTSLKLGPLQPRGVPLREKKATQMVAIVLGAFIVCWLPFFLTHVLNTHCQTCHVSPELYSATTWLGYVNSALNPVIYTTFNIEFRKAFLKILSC
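Agonist-mode cell screen: cells plated at 1500/well and incubated overnight at 37 °C, then exposed to library compounds for 90 min at 37 °C. Detection reagent was added for 30–60 min at room temperature, and luminescence was read.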
The depositor's hits bear a star; ? = inconclusive; · = no result given; [ ] = another dose, or the depositor's remark. Unless noted, calls come from the whole dose curve; as a rule, active = well fitted curve in the direction sought with a large enough effect; inconclusive = small, poorly fitted or top-dose-only effect, or another doubt; inactive = no such curve, though single readings can be large; an effect the other way counts as inactive or inconclusive. Random draw from the library; 11% or so of the library scored in one or more.

SMILES	IL1B secr inh	KB-3-1 tox	KB-V1 MDR tox	MCF10A rereplic	HT1080-NT tox	SW480 rerep	HT1080 IDH1KD tx	HEK293 tox	DRD3 agonist
CC(=O)NC12CC3CC(C1)CC(C(=O)OCC(=O)c1cc(C)n(C)c1C)(C3)C2	-3	·	·	?	-1%	-3%	6%	-1%	2
COC(=O)c1c(NC(=O)CN2CCCc3ccccc32)sc(C)c1C	-4	-17%	?	15µM*	-6%	?	-22%	19%	-11
O=C(c1cnn(C(=O)c2ccco2)c1)c1cc(Cl)cc(Cl)c1O	6	7%	3%	-1%	-6%	-6%	6%	1%	-9
COc1c(C(=O)NNC(=O)c2ccccc2)csc1Br	-13	-5%	7%	-4%	15%	-14%	7%	6%	3
O=C1c2ccccc2C(=O)N1CCOc1ccc(F)cc1	1	23%	6%	0%	5%	-4%	9%	-1%	1
COC(=O)C1=C(C)N(c2ccc(C)cc2)/C(=C/c2ccc(O)cc2)C1=O	-15	1%	0%	24%	-4%	2%	2%	-25%	10
CC(C)(C)c1ccc(-c2nc3n(c(=O)c2C#N)CCS3)cc1	-11	7%	?	-2%	-17%	3%	-1%	7%	-2
CCC(=O)N(Cc1cc2cc(OC)ccc2[nH]c1=O)c1cc(C)ccc1C	0	?	0%	2%	1%	0%	-23%	-27%	0
Cc1cccc(NC(=O)CN(C)S(=O)(=O)c2cccc3cccnc23)c1C	-16	-1%	?	0%	0%	-7%	-3%	2%	0
Cc1nc2cc(NC(=O)COc3ccccc3C#N)ccc2n1-c1ccccc1	-17	-6%	2%	0%	-12%	-4%	-2%	10%	-6
CCN(C(=O)Cn1nnc(-c2ccccc2)n1)C1CCS(=O)(=O)C1 (configuration not stated)	-3	-4%	2%	4%	-12%	?	-5%	4%	-4
COc1ccc(CNC(=O)C2CCN(S(=O)(=O)c3ccc(C)cc3)CC2)cc1	·	1%	-3%	·	·	·	·	-5%	1
Cc1cccc(N2C(=O)CCC2=O)c1	-9	-10%	-5%	-10%	13%	1%	10%	13%	-2
Cc1cccc(NS(=O)(=O)c2cccc(C(=O)NCC3(N4CCOCC4)CCCCC3)c2)c1	-25	?	-5%	?	7%	-24%	-1%	7%	6
CC1CC(C)CN(S(=O)(=O)c2ccc(C(=O)N(c3ccccn3)C3CCCCC3)cc2)C1 (configuration not stated)	-14	-3%	-17%	10%	6%	-2%	-3%	0%	5
O=C(O)/C=C/C(=O)Nc1ccc2nccnc2c1	-2	6%	-11%	1%	4%	0%	-3%	-2%[7.66 µM]	-2
COc1ccc(CCN2CC(C(=O)NCc3cc(C)on3)CCC2=O)cc1 (configuration not stated)	0	-16%	14%	2%	24%	26%	22%	2%	-4
CC(C)CC(C(=O)OCC(=O)c1c(N)n(C)c(=O)n(C)c1=O)N1C(=O)C2CC=CCC2C1=O (configuration not stated)	16	2%	11%	-2%	3%	-3%	-22%	0%	-4
COc1ccc(-n2nc(C(=O)NCC(=O)N(C)Cc3ccccc3)c3ccccc3c2=O)cc1OC	-13	30%	?	?	-20%	-2%	-1%	2%	8
COc1ccc(CN(C)C(=O)CCc2ccc(S(=O)(=O)N3CCCCCC3)cc2)c(OC)c1	0	?	0%	8%	-1%	-19%	4%	0%	-5
O=C(NCCn1c(C(F)(F)F)nc2cc(C(F)(F)F)ccc21)[C@H]1CCCN1c1nc(CN2CCCCC2)cs1	6	15%	-2%	?	0%	6%	3%	8%	-12
CCNC(=S)Nn1cnc2ccccc21	-10	20%	0%	-2%	6%	0%	2%	-6%	-1
Cc1ccc(C)c(-c2nnc(NC(=O)CCS(=O)(=O)c3ccc(F)cc3)o2)c1	2	2%	-25%	?	13%	-4%	1%	-1%	-2
COc1cc(NC(=O)CSCC(=O)Nc2cc(OC)cc(OC)c2)cc(OC)c1	-7	-10%	-4%	-1%	5%	-5%	8%	-7%	0
CCN(C1CCCCC1)S(=O)(=O)c1cn(C)c(=O)n(C)c1=O	1	12%	-4%	16%	1%	-18%	1%	7%	-1
Cc1c(N2C(=O)C(C)SC23C(=O)Nc2ccccc23)c(=O)n(-c2ccccc2)n1C (configuration not stated)	20	6%	9%	2%	5%	0%	1%	3%	-9
Cc1ccc(S(=O)(=O)CCC(=O)OC(C)c2nnc(-c3cccs3)o2)cc1 (configuration not stated)	8	1%	-3%	7%	0%	-7%	11%	-6%	6
CCCC(=O)OCC(=O)Nc1ccc(OC(F)F)cc1	-2	-3%	0%	-185%[0.0737 µM]	16%	-4%	7%	4%	-3
COC(=O)c1ccc(Oc2cc(C)nc(Cl)n2)cc1	17	-3%	0%	0%	-1%	?	14%	1%	3
O=C(CNC(=O)c1ccccc1)OCc1nnc(-c2ccccc2)o1	-4	?	?	0%	-1%	-3%	3%	1%	4
CC(=O)Oc1c(C)c(=O)n(C)c2ccccc12	-89*	-9%	-14%	?	13%	-5%	-20%	1%	10
CC(=O)c1c(C)[nH]c(C(=O)OCC(=O)N(Cc2ccccc2)C(C)(C)C)c1C	17	-1%	-6%	?	-8%	-10%	-7%	-6%	-11
CC(=O)N1N=C(c2ccccc2O)OC1(C)CC(=O)Nc1ccccc1 (configuration not stated)	4	?	?	1%	-10%	-1%	-8%	-5%[1.53 µM]	-20
COc1ccc(NC(=O)c2ccc(S(=O)(=O)N(C)c3ccccc3)cc2)cn1	-30	?	-11%	0%	2%	-2%	-2%	-16%	1
Cc1ccc(CNCc2ccc3c(c2)OCO3)cc1	7	0%	?	4%	-6%	0%	-28%	-5%	-11
COc1cccc(NC(=O)Cn2c(=O)oc3cc(S(=O)(=O)N4CCCCC4)ccc32)c1	·	?	9%	·	·	·	·	17%	0
Cc1nn(CC(=O)NCCCN2CCOCC2)c(C)c1[N+](=O)[O-]	9	18%	-4%	1%	22%	-4%	3%	4%	0
CCOc1ccc(C(=O)NCC(c2cccs2)N(C)C)cc1OCC (configuration not stated)	-13	24%	23µM*	-10%	-5%	-3%	5%	-15%	-7
COc1cc(NC(=O)c2nc3ccccc3n(C)c2=O)cc(OC)c1OC	·	8%	?	·	·	·	·	-4%	23
CCOC(=O)c1c(C)n(C)c2cc(Br)c(C)cc12	0	4%	-13%	-5%	11%	-7%	8%	6%	-12
COC(=O)c1cc(S(=O)(=O)NC2CCCCC2)cn1C	-10	-3%	-9%	?	0%	-10%	0%	3%	-3
O=C(NCc1ccc2c(c1)OCO2)c1ccc2c(c1)S(=O)(=O)c1ccccc1C2=O	?	25%	-9%	-12%	7%	-29%	2%	0%	-2
CCn1cc(/C=C(\NC(=O)c2ccccc2)C(=O)N2CCOCC2)c2ccccc21	52	-11%	-1%	2%	-10%	-9%	-10%	-6%	-2
COc1cccc(-c2nnc(SCc3nc4ccccc4s3)n2C)c1	14	9%	?	1%	-8%	1%	-1%	-4%	-3
CCc1cccc2c(C(=O)COC(=O)/C=C/c3ccccc3OC)c[nH]c12	-4	9%	27%	2%	13%	0%	18%	1%	-6
COc1ccc2c(CNCCc3ccco3)c(C(=O)O)n(Cc3ccc(F)cc3)c2c1	·	-23%	7%	·	·	·	·	-17%	-8
Cc1ccc(NC(=O)C(=O)NCc2ccco2)c(C)c1	?	18%	-12%	-2%	?	3%	11%	23%	1
O=C(CNCc1ccccc1Cl)Nc1ccc2c(c1)OCCO2	11	0%	?	1%	3%	5%	6%	0%	-18
Cn1nc(C(=O)Nc2ccc(S(=O)(=O)N3CCCCC3)cc2)ccc1=O	12	-25%	?	?	-17%	-3%	-10%	2%	0
CNS(=O)(=O)c1ccc2c3c(cccc13)C(=O)N2C	-84*	-8%	-12%	-6%	0%	?	-4%	72%[activator]	11

Just KB-V1 MDR tox and DRD3 agonist, for some of the entries so far:
| compound | KB-V1 MDR tox | DRD3 agonist |
| --- | --- | --- |
| O=C(CNCc1ccccc1Cl)Nc1ccc2c(c1)OCCO2 | ? | -18 |
| Cn1nc(C(=O)Nc2ccc(S(=O)(=O)N3CCCCC3)cc2)ccc1=O | ? | 0 |
| CNS(=O)(=O)c1ccc2c3c(cccc13)C(=O)N2C | -12% | 11 |

Carrying on:
SMILES	IL1B secr inh	KB-3-1 tox	KB-V1 MDR tox	MCF10A rereplic	HT1080-NT tox	SW480 rerep	HT1080 IDH1KD tx	HEK293 tox	DRD3 agonist
COc1cccc(C2C=C(Nc3ccccc3)C(=O)N2c2ccccc2)c1 (configuration not stated)	-15	-1%	-22%	?	-2%	-3%	-3%	8%	1
O=C(COC(=O)c1cc(S(=O)(=O)N2CCOCC2)ccc1F)c1ccccc1	?	6%	4%	?	3%	-3%	8%	-3%	8
CCOc1cc(C2Nc3ccccc3NC3=C2C(=O)CC(C)(C)C3)ccc1OC(C)=O (configuration not stated)	3	-8%	0%	-40%[inhibitor][9.22 µM]	6%	-7%	12%	-6%	-8
S=C(Nc1ccc(Cl)cc1)N1CCCCC1	-11	-1%	4%	6%	1%	10%	1%	0%	1
COc1ccc(-c2[nH]nc3c2C2(C(=O)N(CC(=O)O)c4ccccc42)C(C#N)=C(N)O3)cc1OC (configuration not stated)	16	0%	-12%	-8%	6%	-8%	19%	-8%	17
CC(C)C(=O)NCCc1nc2ccccc2n1CCc1ccccc1	-63*	-4%	-17%	2%	1%	-3%	25%	10%	0
